HT1080 viability: cytotoxicity in HT1080 fibrosarcoma cells, cell-based, fluorescence readout (AID 620). cytotoxicity, % at 10 µM, or EC50 in µM where a hit was titrated. HT1080 viability, fluorescence; higher % means a stronger effect. 87,000 compounds, 0.42% hits; in the data active = cytotoxicity above about 50%;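 note: cells exposed to compound overnight then 4 h with Alamar Blue; 0% = vehicle DMSO and 100% = killing control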
* hit, by the source's call. The list is partial, so the mix of outcomes need not match the whole.

SMILES	HT1080 viability
Cc1nn(Cc2cccc(C(=O)NC3CCCCC3)c2)c(C)c1Cl	-12%
COc1cccc(CNC(=O)CSCc2cnn(-c3ccccc3)c2-n2cccc2)c1OC	-6%
COC(=O)c1c(NC(=O)Cc2ccccc2)sc(C)c1C	2%
Cc1cc(C)c(C(=O)COc2cccnc2[N+](=O)[O-])cc1C	-12%
Cc1ccc(CC(=O)Nc2nc3ccccc3[nH]2)cc1C	1%
Cc1ccc(C(=O)Nc2ccc3nc(C)sc3c2)s1	-3%
Cc1c(O)c(O)cc2c1oc1c3ccccc3oc(=O)c21	0%
Cc1c(C#N)c2ccccc2n1CC(=O)NCc1ccccc1	-1%
CN1CCN(c2nc(-c3ccco3)cc(C(F)(F)F)n2)CC1	-21%
Cc1ccc(-c2noc(COc3ccc4c(c3)OCO4)n2)cc1	-2%
CCOC(=O)C1=C(C)N(CCCCCC(=O)O)C(=O)NC1c1cccc(Cl)c1Cl (stereo unspecified)	-2%
CC1=CC(C)(C)N(C(=O)CSc2nnc(-c3ccc(C)cc3)o2)c2ccc(C)cc21	-29%
CCOC(=O)c1ccc(-n2cncn2)nc1	-1%
Cn1c(N)c(C(=O)COC(=O)c2ccnc3ccccc23)c(=O)n(C)c1=O	17%
COC(=O)c1c(NS(=O)(=O)c2ccc3ccccc3c2)sc2c1CCCC2	10%
Cc1ccc(-c2csc(NC(=O)c3cccs3)n2)cc1	-9%
Cc1ccc(C(=O)N2CCC(C(=O)NCc3cccnc3)CC2)cc1	-10%
NS(=O)(=O)c1ccc(NC(=O)c2ccccc2Cl)cc1	4%
Cc1cccc(C)c1NC(=O)CSc1nnc(Cc2ccccc2)o1	-1%
CC(=O)c1ccc(OCCCN2CCCCC2)cc1	2%
Cc1ccc(NC(=O)c2sc3nc4c(c(-c5ccco5)c3c2N)CCC4)cc1	-10%
COc1ccc2[nH]c(=O)c(C(c3nnnn3C3CCCC3)N3CCN(Cc4ccc5c(c4)OCO5)CC3)cc2c1 (stereo unspecified)	0%
Cc1c(Br)c([N+](=O)[O-])nn1CC(=O)NCc1ccccn1	17%
CCC(=O)NCCc1nc2cc(NC(=O)c3ccc(OC)cc3)ccc2n1C	-10%
Cc1cnn(-c2ccc3nnc(-c4ccc(Cl)cc4)n3n2)c1	-5%
O=C1CC(C2CCCO2)C(=O)N1c1ccccc1 (stereo unspecified)	7%
O=C1CCCN1c1cccc(Br)c1	0%
O=C(c1cccc(F)c1)N1CCN(C(=O)c2cc3ncc(Br)cn3n2)CC1	13%
C=C(C)C1Cc2c(C)nn(-c3ccccn3)c2C1 (stereo unspecified)	-16%
Nc1nncn1C(=O)CCCOc1ccccc1	3%
CN(C)CCOc1ccccc1C(C)(C)C	9%
O=C(NC1CCCCC1)NC1CC2CCCC(C1)N2C1CCCC1 (stereo unspecified)	1%
C=CCOC(=O)C1=C(C)Nc2ncnn2C1c1cccs1 (stereo unspecified)	10%
CCCC(=O)n1nc(-c2ccco2)nc1N	-18%
C/C(=C\C(=O)c1ccc(Br)cc1)NCc1ccc(C)cc1	5%
O=C(NCc1ccccc1)c1sc(=S)n2c1[nH]c(=O)c1ccccc12	-4%
COCc1nnc(NC(=O)CSCc2ccccc2)s1	3%
O=C1C(Cl)=C(NC2CCc3ccccc32)C(=O)c2ncccc21 (stereo unspecified)	-6%
CCOC(=O)C[n+]1c(C)ccc2c1CCC2	-6%
O=S(=O)(Nc1nc2ccccc2[nH]1)c1ccc2ccccc2c1	2%
O=C(Nc1ccccc1)C1CCCCC1	-11%
CC(=O)c1c(C)nc(-c2ccccc2)nc1NC(=O)C(C)C	-1%
Cc1ccsc1C(=O)OCc1nc2ccccc2c(=O)[nH]1	3%
CN1C(=O)CC(NNC(=O)c2ccc(Cl)cc2)C1=O (stereo unspecified)	-1%
CCC(=O)Nc1nc2n(n1)C(c1ccc(OC)cc1)C=C(c1ccccc1)N2 (stereo unspecified)	-6%
COc1cc2c(cc1OC)-c1nnc(-c3cccs3)n1C1(CCCC1)C2	-8%
O=C(OCc1nc2ccccc2s1)[C@@H]1CCCN1S(=O)(=O)c1ccccc1F	-8%
CCN(CC)S(=O)(=O)c1ccc(NC(=O)c2ccccc2N(C)S(C)(=O)=O)cc1	22%
Cc1nnc(SCc2ccc(F)cc2Cl)s1	6%
COCCCn1c2nc3ccccc3nc2c2c(=O)n(Cc3cccs3)cnc21	-10%
Cc1ccc(S(=O)(=O)Nc2ccc3nc(C)sc3c2)cc1	-21%
CN(C)/C=N/c1cc(=O)n(Cc2ccccc2)c(=O)n1C	5%
O=c1oc(-c2cccs2)nc2ccc(Br)cc12	0%
CCOC(=O)c1ccc(CSc2nnc(C)n2N)o1	20%
Cc1nc2c(cnn2-c2ccccc2Cl)c(=O)n1-c1ccc(C(C)C)cc1	1%
Brc1ccc(-c2noc(CCc3ccccc3)n2)cc1	-12%
N#Cc1nc(-c2cccc(Cl)c2)oc1NCc1cccnc1	-4%
CCNC(=O)Cn1cc(C#N)c2ccccc21	-4%
C=CCn1c(Cc2c[nH]c3ccccc23)nnc1SCC(=O)NCc1ccccc1	-15%
CCCCc1nc2sc3c(SCC(=O)NCc4ccco4)ncnc3c2c2c1CCC2	-8%

Further compounds follow.
SMILES	HT1080 viability
CC(C(=O)Nc1sc2c(c1C(=O)NCc1ccco1)CCCC2)N1C(=O)c2ccccc2C1=O (stereo unspecified)	5%
CCCC(C)C(=O)Nc1ccncc1 (stereo unspecified)	2%
O=C(Nc1nc(-c2cc3ccccc3oc2=O)cs1)c1ccc(Br)o1	4%
C/C(=N\NS(=O)(=O)c1ccc(C)cc1)c1ccc(Br)s1	-1%
O=C(CSc1nnc(Cc2cccs2)n1CCc1ccccc1)N1CCCc2ccccc21	-7%
CCOC(=O)c1c(NC(=O)c2ccoc2C)sc(C(=O)N(C)C)c1C	-1%
O=C1C2C3C=CC(C3)C2C(=O)N1CCc1ccccc1 (stereo unspecified)	-11%
NC(=O)N1OCC2COc3ccc4ccccc4c3C21 (stereo unspecified)	-1%
CCCOc1ccc(N2C(=O)CC(N3CCN(S(=O)(=O)c4ccccc4)CC3)C2=O)cc1 (stereo unspecified)	4%
C=CCNC(=S)NNC(=O)c1ccc(OCC(C)C)cc1	-16%
O=c1cc(NCCCO)c2ccccc2o1	-7%
Cc1ccc(C(=O)C(NC(=O)c2ccco2)Nc2sc3c(c2C(N)=O)CCCC3)cc1 (stereo unspecified)	3%
COc1ccc(-c2cc3nc(C)cc(N4CC(C)CC(C)C4)n3n2)cc1 (stereo unspecified)	-13%
O=C(Cn1nnc(-c2ccccc2)n1)NCc1ccco1	-6%
Cc1ccc(S(=O)(=O)N2CCC(C(N)=O)CC2)c(C)c1C	-1%
C=C(Cl)COc1ccc2c(CCC)cc(=O)oc2c1	-3%
Cc1ccc(N2CC(C(=O)NCc3cccs3)CC2=O)cc1C (stereo unspecified)	-6%
CC(C)(C)Nc1nc2nonc2nc1NC(C)(C)C	-3%
CC(C)(C)NC(=O)C(c1ccc(O)cc1)N(Cc1ccco1)C(=O)Cn1nnc(-c2cccs2)n1 (stereo unspecified)	-5%
[O-]/[N+](=C/c1ccc(F)cc1)c1ccc(Cl)cc1	-2%
CSc1nc2nc(-c3ccccc3)cc(=O)n2[nH]1	2%
O=C(NCCc1ccccc1)c1ccc2nc(-c3ccco3)c(-c3ccco3)nc2c1	-30%
CCOc1ccc(S(=O)(=O)NCc2cccs2)cc1	-5%
C=CCNc1nc(NCC)nc(N2CCOCC2)n1	-11%
CC(C)CCNC(=O)CC1C(=O)N(Cc2ccccc2)C(C)c2nc3ccccc3n21 (stereo unspecified)	2%
CCN=c1sc(C(=O)OC)cc(=O)n1CC	4%
CCOC(=O)C1=C(C)N[C@@]2(O)c3ccccc3C(=O)[C@@]12O	-21%
CCc1ccc(/C=N/Nc2nn[nH]n2)cc1	-1%
CCOC(=O)CSc1nnc(Cc2ccccc2)n1-c1ccc(C)cc1	-13%
Cc1cc(NC(=O)c2cccc(S(=O)(=O)N(C)C)c2)n(-c2ccccn2)n1	14%
Cc1c(OCc2ccccc2)c(=O)ccn1Cc1ccc(Cl)cc1	-2%
O=C(CCN1CCCCCC1)Nc1ccccc1F	-8%
CC(C)(C)c1ccc(S(=O)(=O)CCc2ccccn2)cc1	3%
Cc1ncc(S(=O)(=O)c2ccc(Cl)cc2)c(-c2ccccc2)n1	18%
COC(=O)c1cn(NC(=O)c2cc(OC)cc(OC)c2)c(=O)c2ccccc12	-1%
CC(=O)Nc1sc(NC(=O)c2ccc(C)cc2)nc1-c1cccs1	35%
COc1ccc(Cc2nnc(NC(=O)Cn3cnc4c3c(=O)n(C)c(=O)n4C)s2)cc1	-9%
CC1=NNC(=O)C1C(c1ccc(F)cc1)C(C#N)C#N (stereo unspecified)	3%
Cc1nnc(SCC(=O)Nc2ccccc2)[nH]c1=O	16%
CC(=O)c1ccc(N=Cc2c(O)n(-c3cc(Cl)ccc3N3CCOCC3)c(=O)c3ccccc23)cc1	2%

Reformatted: results already given
CC1=NNC(=O)C1C(c1ccc(F)cc1)C(C#N)C#N (stereo unspecified)
  HT1080 viability = 3%

CC(=O)Nc1sc(NC(=O)c2ccc(C)cc2)nc1-c1cccs1
  HT1080 viability = 35%

Following part:
SMILES	HT1080 viability
COc1cccc(-c2cc(C(F)(F)F)nc(-n3cccn3)n2)c1	2%
O=Cc1ccc(-c2ccccc2OC(F)(F)F)o1	-12%
Cc1sc2c(c1C)c(=O)n(-c1cccc(C(F)(F)F)c1)c(=O)n2CC(=O)NCc1ccco1	3%
CCN1CCN(c2nc(C)c3c(n2)CCCC3=O)CC1	-16%
O=S(=O)(N/N=C1\CC(c2ccccc2)Oc2ccccc21)c1ccccc1 (stereo unspecified)	-5%
O=C(NC1CCCC1)c1ccc(CN2CCOCC2)cc1	8%
Cc1nnc(NC(=O)c2oc3c(ccc4ccccc43)c2C)s1	-4%
CC1CN(CC(=O)c2c(N)n(Cc3ccccc3)c(=O)n(C)c2=O)CC(C)O1 (stereo unspecified)	-6%
Cc1cc(/C([O-])=C(/C(=S)Nc2ccc(F)cc2)[n+]2ccccc2)c(C)n1-c1ccc(F)cc1	9%
O=C(CC1CC2CCC1C2)OCC(=O)c1c[nH]c2ccccc12 (stereo unspecified)	-4%
O=C(COc1cccc(-n2cnnn2)c1)Nc1ccccc1	-2%
CCOC(=O)Cc1csc(NC(=O)c2c(-c3c(Cl)cccc3Cl)noc2C)n1	-17%
CCN(CC)CCCNc1nc2cc(OC)c(OC)cc2c2nc(-c3cccnc3)nn12	9%
COC(=O)c1c(C(=O)OC)c(-c2ccc(C)cc2)n2c1CS(=O)C2 (stereo unspecified)	1%
CCOC(=O)C(=CNc1cc(C)nn1-c1ccccc1)C(=O)OCC	-15%
COc1cccc(/C=C/C(=O)c2c(O)cc(C)oc2=O)c1O	-8%
Cc1nc2ncnn2c(C)c1CCC(=O)N1CC(C)CC(C)C1 (stereo unspecified)	-1%
CC1CCN(CC(C)CNC(=O)c2cc(-c3ccccn3)nc3ccccc23)CC1 (stereo unspecified)	-11%
Cc1ccc(C)c2[nH]c(=O)c(C(c3nnnn3Cc3ccccc3)N3CCc4ccccc4C3)cc12 (stereo unspecified)	-1%
Cc1ccc(P(C)(=O)c2ccc(C)cc2)cc1	5%

23 successive entries out of the list so far, for reference:
SMILES	HT1080 viability
COC(=O)c1cn(NC(=O)c2cc(OC)cc(OC)c2)c(=O)c2ccccc12	-1%
CC(=O)Nc1sc(NC(=O)c2ccc(C)cc2)nc1-c1cccs1	35%
COc1ccc(Cc2nnc(NC(=O)Cn3cnc4c3c(=O)n(C)c(=O)n4C)s2)cc1	-9%
CC1=NNC(=O)C1C(c1ccc(F)cc1)C(C#N)C#N (stereo unspecified)	3%
Cc1nnc(SCC(=O)Nc2ccccc2)[nH]c1=O	16%
CC(=O)c1ccc(N=Cc2c(O)n(-c3cc(Cl)ccc3N3CCOCC3)c(=O)c3ccccc23)cc1	2%
COc1cccc(-c2cc(C(F)(F)F)nc(-n3cccn3)n2)c1	2%
O=Cc1ccc(-c2ccccc2OC(F)(F)F)o1	-12%
Cc1sc2c(c1C)c(=O)n(-c1cccc(C(F)(F)F)c1)c(=O)n2CC(=O)NCc1ccco1	3%
CCN1CCN(c2nc(C)c3c(n2)CCCC3=O)CC1	-16%
O=S(=O)(N/N=C1\CC(c2ccccc2)Oc2ccccc21)c1ccccc1 (stereo unspecified)	-5%
O=C(NC1CCCC1)c1ccc(CN2CCOCC2)cc1	8%
Cc1nnc(NC(=O)c2oc3c(ccc4ccccc43)c2C)s1	-4%
CC1CN(CC(=O)c2c(N)n(Cc3ccccc3)c(=O)n(C)c2=O)CC(C)O1 (stereo unspecified)	-6%
Cc1cc(/C([O-])=C(/C(=S)Nc2ccc(F)cc2)[n+]2ccccc2)c(C)n1-c1ccc(F)cc1	9%
O=C(CC1CC2CCC1C2)OCC(=O)c1c[nH]c2ccccc12 (stereo unspecified)	-4%
O=C(COc1cccc(-n2cnnn2)c1)Nc1ccccc1	-2%
CCOC(=O)Cc1csc(NC(=O)c2c(-c3c(Cl)cccc3Cl)noc2C)n1	-17%
CCN(CC)CCCNc1nc2cc(OC)c(OC)cc2c2nc(-c3cccnc3)nn12	9%
COC(=O)c1c(C(=O)OC)c(-c2ccc(C)cc2)n2c1CS(=O)C2 (stereo unspecified)	1%
CCOC(=O)C(=CNc1cc(C)nn1-c1ccccc1)C(=O)OCC	-15%
COc1cccc(/C=C/C(=O)c2c(O)cc(C)oc2=O)c1O	-8%
Cc1nc2ncnn2c(C)c1CCC(=O)N1CC(C)CC(C)C1 (stereo unspecified)	-1%

(listing goes on)
SMILES	HT1080 viability
COc1ccccc1NC(=O)C1CCCN(c2cc(C)nc3ncnn23)C1 (stereo unspecified)	1%
CCCC/C=C/C(NC(=O)c1ccc(-c2ccccc2)cc1)c1ccccc1 (stereo unspecified)	-12%
N/C(Cc1cccs1)=N\OC(=O)COc1ccccc1	-8%
O=C(CCc1c[nH]c2ccccc12)NCc1ccc2c(c1)OCO2	-17%
O=C(NCc1ccccc1)c1ccc2nc(-c3ccco3)c(-c3ccco3)nc2c1	-14%
CCOC(=O)c1cnc2ccc(C)cc2c1NCCO	30%
COc1ccc(Cl)cc1NC(=O)CCN1CCN(C)CC1	-4%
COc1cccc(N2CC(O)=C(c3ccccc3)C2=N)c1	-10%
Cc1ccc(NC(=O)Cn2cnc3sc(C(=O)NCc4ccco4)c(C)c3c2=O)cc1Cl	-3%
COCc1c(C(=O)N2CCN(c3ccc(C(F)(F)F)cn3)CC2)oc2ccccc12	-5%
COC(=O)NCCOc1nc(N(C)C)nc(N(C)C)n1	3%
